HUVEC tox IL1B: toxic to HUVEC cells under IL-1B stimulation | HUVEC cell count loss, Hoechst imaging, IL-1B stimulated | cell count reduction, % at 2 µM | actives 0.41% (n = 94,000);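 active means cell count reduction more than 3 SD above the screen-wide mean, cut at about 70% in these data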;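 further: normalized per plate to untreated control cells as the no-loss baseline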
Pyk2 oligo antag: antagonists of human Pyk2 oligomerization. Q293 cells, Pyk2 FERM NanoBiT luminescence; stronger effect = lower value. z-score (the deposit names both 25 µM and 10 µM). actives 0.83% (n = 99,000);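 active means Z-score of -3 or lower, scaled per plate to the spread of control and sample wells; inactive means z-score above -3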;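 further: negative z-score means lost luminescence so less FERM oligomerization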
Target sequence (Q14289 whole entry, looked up): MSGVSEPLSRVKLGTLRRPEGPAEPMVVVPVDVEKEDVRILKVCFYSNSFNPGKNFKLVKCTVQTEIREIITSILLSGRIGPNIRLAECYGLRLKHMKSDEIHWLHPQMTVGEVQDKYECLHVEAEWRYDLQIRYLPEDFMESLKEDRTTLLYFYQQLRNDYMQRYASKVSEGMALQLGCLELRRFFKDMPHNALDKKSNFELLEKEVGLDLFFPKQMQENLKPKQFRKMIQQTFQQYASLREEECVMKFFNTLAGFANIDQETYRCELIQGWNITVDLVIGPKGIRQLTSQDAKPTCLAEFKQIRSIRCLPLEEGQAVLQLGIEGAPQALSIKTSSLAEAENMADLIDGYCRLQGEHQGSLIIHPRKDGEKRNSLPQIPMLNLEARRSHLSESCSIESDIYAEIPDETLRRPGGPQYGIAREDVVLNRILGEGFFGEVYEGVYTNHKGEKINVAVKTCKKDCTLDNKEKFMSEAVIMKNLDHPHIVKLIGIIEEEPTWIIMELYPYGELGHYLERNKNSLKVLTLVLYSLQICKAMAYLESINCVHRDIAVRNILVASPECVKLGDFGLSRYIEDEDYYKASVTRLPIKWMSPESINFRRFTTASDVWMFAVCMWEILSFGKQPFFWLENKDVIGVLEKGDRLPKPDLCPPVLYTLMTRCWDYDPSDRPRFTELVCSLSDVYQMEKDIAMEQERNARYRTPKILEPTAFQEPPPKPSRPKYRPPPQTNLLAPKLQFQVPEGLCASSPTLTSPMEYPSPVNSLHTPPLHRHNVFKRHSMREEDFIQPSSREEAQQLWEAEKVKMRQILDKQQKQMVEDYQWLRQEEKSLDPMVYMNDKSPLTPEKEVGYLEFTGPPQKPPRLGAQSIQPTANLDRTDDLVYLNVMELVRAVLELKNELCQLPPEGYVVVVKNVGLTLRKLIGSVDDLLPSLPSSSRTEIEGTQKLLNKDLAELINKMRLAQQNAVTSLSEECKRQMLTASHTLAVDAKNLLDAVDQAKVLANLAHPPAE
F-actin modifier: alters cytoskeleton assembly in HUVEC cells; HUVEC TNFa F-actin phalloidin imaging, high content; inhibition, % at 2 µM; actives 0.18% (n = 91,000); AID 836;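 active means inhibition above the batch mean plus 3 SD and confirmed as a hit by visual image inspection, cut at about 30% in these data, passing the limit was not always enough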; further: strong numbers were not always called active
HUVEC inhibit: inhibitors of human endothelial cell proliferation. viability, % at 10 µM (by protocol). actives 1.1% (n = 86,000). HUVEC proliferation, CellTiter-Glo luminescence, 72 h; stronger effect = lower value;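 active means viability at or below 30%; inactive means viability above 30%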;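 further: 100% = median luminescence of DMSO-only cell control wells on each plate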
TNFa cytotox: HUVEC cytotoxicity counter-screen, TNF alpha stimulated; cell count reduction, % at 2 µM; actives 0.17% (n = 93,000); HUVEC TNFalpha-stimulated, Hoechst cell count, imaging;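 active means cell count reduction exceeding the screen mean by over 5 SD, scaled to untreated wells per plate, cut at about 78% in these data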;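 further: cells counted after 24 h of TNF alpha exposure following the 1 h pretreatment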
Smad3 FoxH1 inh: blocks human Smad3 binding to FoxH1 peptide; actives 0.29% (n = 88,000); TR-FRET Smad3/Dy647-FoxH1 peptide binding, europium anti-His; AID 630; inhibition, % at 25 µM;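 active means compounds that reduce the energy-transfer binding signal between the protein and its labelled peptide by more than half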;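 further: 0% = Smad3 plus labelled peptide maximal FRET and 100% = peptide-only background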
VCAM1 TNFa inh: reduces TNF alpha induced VCAM1 expression in HUVEC; HUVEC TNFa-induced VCAM-1 immunofluorescence, high-content imaging; inhibition, % at 2 µM; actives 0.48% (n = 95,000);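 active means inhibition above the batch mean plus 3 SD, with images confirmed as a hit by eye, cut at about 37% in these data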;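 further: 0% = TNF-stimulated DMSO wells and 100% = unstimulated control wells; not every result past the cut was called active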
H69AR inhibit: growth inhibitors of human H69AR lung tumor cells | AID 598 | H69AR lung tumor viability, ATP luminescence, 72 h; stronger effect = lower value | actives 6% (n = 85,000) | viability, % at 10 µM;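 active means viability at or below 40%; inactive means viability above 40%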;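 further: multidrug resistant small cell line overexpressing MRP-1 efflux transporter; 100% = mean luminescence of untreated control wells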
Lung fibro prol: blocks proliferation of human lung fibroblasts; actives 1.1% (n = 85,000); LL 47 human lung fibroblast viability, ATP luminescence; stronger effect = lower value; viability, % at 10 µM; AID 719;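 active means viability at or below 50% in the single dose screen; inactive means viability above 50%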;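 further: compound exposure lasted 72 h before the ATP readout; 100% = median luminescence of untreated cell-only wells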
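Test system: LL 47 human lung fibroblasts / Incubation: 72 h compound exposure at 37 °C after overnight plating / Technique: luminescent ATP detection, CellTiter-Glo / Compound dosing: 0.1% DMSO in all compound wells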
* marks the source's active call; other numbers are inactive results; . = no result given; [ ] = another dose, or the depositor's remark. Only part of the results is shown. The share of hits here may be higher or lower than overall.

SMILES	HUVEC tox IL1B	Pyk2 oligo antag	F-actin modifier	HUVEC inhibit	TNFa cytotox	Smad3 FoxH1 inh	VCAM1 TNFa inh	H69AR inhibit	Lung fibro prol
COC(=O)c1cc2occc2n1CC(=O)Nc1ccc(OC)c(OC)c1	-15	-0.77	-19	102	-24	-9	9	92	102
C=CCn1c(SCC(=O)Nc2cccc(C)c2)nnc1-c1cnccn1	28	-0.73	5	97	-21	-12	8	97	111
COc1ccc(NS(=O)(=O)c2ccc(S(=O)(=O)N3CCCC3)cc2)cc1Cl	-6	0.98	2	.	-32	.	9	.	.
CCCS(=O)(=O)N1CCC(C(=O)N2CCc3ccccc3C2)CC1	25	-0.06	-6	95	-4	4	-4	96	98
COc1ccc(/C=N/n2c(C)nnc2C)c(OC)c1	-8	0.65	-12	97	-16	2	-22	97	103
CCOC(=O)COc1ccc2c(c1)C(=O)CC1(CCN(C(C)=O)CC1)O2	-8	-0.04	16	92	-9	-14	3	92	92
CC(=O)N1CCc2cc(S(=O)(=O)NCCC(=O)N3CCN(c4ccccn4)CC3)ccc21	26	-0.05	3	99	-16	-1	11	98	100
Cc1oc(-c2cccc(Cl)c2)nc1CN1CCC(C(=O)NCCCN2CCCC2=O)CC1	-71	.	-9	97	-7	8	12	86	99
Clc1cccc(/C=N/Nc2nnc(Cl)c3ccccc23)c1	5	-1.8	12	.	-1	.	3	.	.
N/C(COc1cccc(C(F)(F)F)c1)=N\NC(=O)c1cccnc1Oc1ccccc1	.	0.75	2	94	-5	-5	-1	65	95
O=C(Nc1cccc(F)c1)C1CCN(c2nnnn2-c2ccccc2)CC1	-11	-0.49	-6	110	-1	5	-2	101	92
O=C(CNC(=O)c1cccs1)OCC(=O)c1ccc2ccccc2c1	1	1.4	16	89	-4	-11	6	95	109
Cc1onc(-c2ccccc2Cl)c1C(=O)NCCN1Cc2ccccc2C1=O	-6	0.33	8	103	-16	5	-24	94	104
Cc1ccc(C(=O)NCCCC(=O)O)o1	-3	0.98	-2	93	-17	6	11	97	101
COc1cc(NC(=O)c2ccc3c(c2)OCO3)ccc1NC(=O)c1ccco1	25	-0.66	3	102	-40	-1	9	98	100
COc1cc(NC(=O)c2ccco2)c(OC)cc1NC(=O)Nc1ccc(Cl)cc1	-10	-1	6	78	-44	15	4	11*	109
COc1ccc2sc3ccccc3c(=O)c2c1	.	0.51	-15	.	-1	.	-1	.	.
O=C(c1ccccc1)c1ccccc1C(=O)N1CCCC1	-32	0.14	9	93	-32	3	-3	91	94
COC(=O)CC1Nc2ccccc2SC1=O (stereo not drawn)	-10	-0.12	.	106	-8	6	-3	.	99
Nc1ncc(-c2ccccc2)n1CC1CCCO1 (stereo not drawn)	-68	0.36	-3	.	-33	.	-21	.	.
CCN(CC)S(=O)(=O)c1ccc(C(=O)OC2CCCCC2CN(C)C)cc1 (stereo not drawn)	-8	1	-1	92	-22	0	16	104	95
CCC/C(=N/Nc1ccc(Cl)cc1)c1cnnc(-c2ccccc2)n1	0	.	-25	81	.	11	-21	69	80
CCOC(=O)C(NC(=O)Nc1ccccc1)(OCC)C(F)(F)F (stereo not drawn)	-18	0.56	-9	89	-7	-2	14	104	105
COc1ccc(-c2c[n+]3c4n2CCCCC4=C(c2ccccc2)C3)cc1	-24	0.43	16	47	-17	11	1	48	36*
CCCCCC(=O)N/N=C(\C)c1ccc(Cl)cc1	-11	-0.66	10	.	-11	.	10	.	.
O=C(O)c1nsc(Cl)c1Cl	4	0.09	-3	108	-40	0	-16	110	101
Clc1ccc(-c2noc(CSc3nnc(-c4ccncc4)n3-c3ccccc3)n2)cc1	-18	-2.6	2	74	-9	-5	0	49	69
Cc1ccc(CC2CC(=O)N(c3ccc4c(c3)OCCO4)C2=O)cc1 (stereo not drawn)	-30	-2	0	96	-18	-2	9	90	105
COC(=O)CSc1nc(C)cc(Oc2ccccc2)n1	.	.	.	98	.	4	.	96	98
Cc1ccccc1C(=O)NC(=S)NCC(=O)c1ccccc1	-5	-0.31	-5	.	-12	.	0	.	.
Cc1oc(-c2ccccc2)nc1CC(=O)O	-54	0.7	4	104	3	-11	-2	90	96
COc1ccc(/C=C2/SC(=S)N(CCC(=O)O)C2=O)cc1	-17	0.22	4	.	-14	.	14	.	.
CCOc1ccc(NC(=O)CCn2cccc2)cc1	-5	-0.3	-15	93	-15	-12	-12	86	103
CC(=O)Nc1nonc1NC(=O)CSC1=NCCS1	-28	-0.62	-6	95	-25	-7	-31	86	101
CCOC(=O)c1ccc(-n2c(C)nc3c(cnn3-c3ccccc3Cl)c2=O)cc1	7	-0.04	.	110	-18	9	-1	43	103
Cc1ccccc1NC(=O)C1CCC(C)(C(=O)O)C1(C)C (stereo not drawn)	-14	0.55	5	99	-15	-7	-14	92	106

Of the compounds above, 3 have an aryl thioether with sulfur outside any ring.
SMILES	HUVEC tox IL1B	Pyk2 oligo antag	F-actin modifier	HUVEC inhibit	TNFa cytotox	Smad3 FoxH1 inh	VCAM1 TNFa inh	H69AR inhibit	Lung fibro prol
C=CCn1c(SCC(=O)Nc2cccc(C)c2)nnc1-c1cnccn1	28	-0.73	5	97	-21	-12	8	97	111
Clc1ccc(-c2noc(CSc3nnc(-c4ccncc4)n3-c3ccccc3)n2)cc1	-18	-2.6	2	74	-9	-5	0	49	69
COC(=O)CSc1nc(C)cc(Oc2ccccc2)n1	.	.	.	98	.	4	.	96	98

(listing goes on)
SMILES	HUVEC tox IL1B	Pyk2 oligo antag	F-actin modifier	HUVEC inhibit	TNFa cytotox	Smad3 FoxH1 inh	VCAM1 TNFa inh	H69AR inhibit	Lung fibro prol
CN1CCN(c2nc3c(c(=O)[nH]c(=O)n3C)n2CCOc2ccccc2)CC1	-120	1.1	2	94	2	0	-6	88	88
COc1ccc(-n2c(SCC(=O)Nc3cc(C)on3)nc3c(c2=O)SCC3)cc1	24	.	-5	58	46	12	14	92	66
O=C(Nc1ccccc1C(=O)OCc1nnc(-c2ccccc2)o1)c1ccco1	30	-0.02	-15	74	-13	6	-21	82	94
CCc1nnc(NS(=O)(=O)c2ccc(N=Cc3c(C)[nH]n(-c4ccc(C)cc4)c3=O)cc2)s1	-38	-0.24	-9	.	-7	.	11	.	.
CCOCCCNc1ccc(-c2ccccc2)nn1	10	-0.37	-24	88	5	-4	-9	87	102
O=C(NN=C1CCCCCCC1)c1ccccn1	1	-0.41	11	91	-14	-3	6	106	88
Oc1ccc(C2=Nn3c(nnc3-c3ccco3)SC2)cc1O	-17	-0.78	25	.	4	.	6	.	.
COc1ccc2c(c1OC)C(=O)OC2c1c(O)nc(SC)n(-c2ccccc2)c1=O (stereo not drawn)	18	-0.43	-2	.	1	.	-16	.	.
Cc1nc2nc(C)c(CCC(=O)NCCCN3CCN(c4cccc(Cl)c4)CC3)c(C)n2n1	-19	0.56	14	.	-23	.	12	.	.
CCOC(=O)N1CCN(C(=O)C2CCCN(Cc3nc(-c4ccc(Cl)cc4)oc3C)C2)CC1 (stereo not drawn)	-60	.	3	84	3	5	-14	82	93
CC(C)(C)c1nn(-c2ccccc2)c2[nH]c(=O)c(CNCc3ccc4c(c3)OCO4)cc12	22	-0.36	-14	4.6*	4	-5	-7	1.1*	63
CCOC(=O)c1ccc2[nH]c3c(c2c1)CCCC3C(=O)OCC (stereo not drawn)	-17	-1.2	9	97	-18	7	6	90	102
COc1cccc(N2CCN(C3OC(=O)c4ccccc43)CC2)c1 (stereo not drawn)	-2	-0.1	11	92	-28	-16	-10	89	97
Cc1ccc(S(=O)(=O)c2c(N)n(NC(=O)c3ccco3)c3nc4ccccc4nc23)cc1	-7	0.6	24	78	-11	8	6	93	90
CCOc1ccc(S(=O)(=O)Nc2nc3ccccc3nc2N2CCN(C)CC2)cc1	-8	0.43	18	100	-20	9	-13	102	99
CC(=O)Nc1ccc(C(=O)CSc2ncn(-c3ccccc3)n2)cc1	3	0.84	-9	90	18	3	21	77	102
COCCn1c(-c2ccc(OC)c(OC)c2)nc2ccccc21	16	0.44	-11	100	-39	-6	-10	93	97
CC(C)c1nnc(NC(=O)c2cnccn2)s1	14	0.22	-7	105	4	-6	5	90	99
COc1ccc(CNc2ccc3cn[nH]c3c2)c(OC)c1OC	-49	-0.85	14	99	-18	3	5	93	99
C=CCn1c(CSc2nc3ccccc3s2)nnc1SCC(=O)NCc1ccccc1	-4	0.85	4	89	1	9	-7	97	97
CCCC(C)NC(=O)C1CCN(S(=O)(=O)c2ccccc2)CC1 (stereo not drawn)	-105	-0.7	-1	88	6	1	-4	84	94
O=C(CSc1nnc(-c2ccccc2Cl)o1)Nc1ccc2c(c1)OCCO2	-46	0.75	-1	101	.	0	-5	55	92
O=C(CN1CCN(Cc2ccccc2)CC1)c1c[nH]c2ccccc12	-1	0.53	1	88	10	12	25	70	106
O=S1(=O)NC(=NCc2ccccc2)c2ccccc21	-19	-0.21	8	93	-20	3	13	96	108

Profiles, quoted from the list. Order of values: HUVEC tox IL1B, Pyk2 oligo antag, F-actin modifier, HUVEC inhibit, TNFa cytotox, Smad3 FoxH1 inh, VCAM1 TNFa inh, H69AR inhibit, Lung fibro prol
C=CCn1c(CSc2nc3ccccc3s2)nnc1SCC(=O)NCc1ccccc1 in the list: -4, 0.85, 4, 89, 1, 9, -7, 97, 97
CCOc1ccc(S(=O)(=O)Nc2nc3ccccc3nc2N2CCN(C)CC2)cc1 in the list: -8, 0.43, 18, 100, -20, 9, -13, 102, 99

The list goes on.
SMILES	HUVEC tox IL1B	Pyk2 oligo antag	F-actin modifier	HUVEC inhibit	TNFa cytotox	Smad3 FoxH1 inh	VCAM1 TNFa inh	H69AR inhibit	Lung fibro prol
CCC(CC)NC(=O)c1n[nH]c(=O)c2ccccc12	-2	0.62	-15	85	-15	-14	4	86	.
Cc1cc(Cl)ccc1OCCCC(=O)NC1CCN(C)CC1	.	1.4	.	107	.	6[fluorescence artefact?]	.	91	102
CCCn1c(=O)[nH]c(=O)c2[nH]cnc21	.	.	.	107	.	13	.	94	105
COc1ccc(/C=N/n2cc(-c3ccccc3)nc2N)cc1	.	1.3	.	59	.	-2	.	18*	82
Cc1cc2sc(C(=O)O)c(C)c2s1	3	1.5	-13	93	-12	54*[fluorescence artefact?]	1	97	95
CC1Cc2nc(SCC(=O)NCc3ccco3)n(-c3ccccc3)c(=O)c2S1 (stereo not drawn)	.	.	.	98	.	-3	.	91	101
CC(NC(=O)N(Cc1ccccc1)Cc1ccc2c(c1)OCO2)(C(F)(F)F)C(F)(F)F	3	0.87	0	102	9	-7	14	74	95
C(#CCN1CCOCC1)COC(c1ccccc1)c1ccccc1	17	0.24	2	102	.	6	-21	88	96
O=C1c2ccccc2C(Nc2ccc(F)c(Cl)c2)N1c1ccccn1 (stereo not drawn)	-2	.	-5	93	-17	-6	14	98	94
c1c2c(cc3sc(N4CCCCC4)nc13)OCO2	-19	0.24	58	67	-14	5	-4	66	80
COc1ccccc1NC(=O)COc1ccc(C(=O)OCC(=O)N2CCCC2=O)cc1OC	-86	-0.5	.	88	-9	0[fluorescence artefact?]	-11	92	96
CC(C(=O)NCC1CCCO1)N(C(=O)c1snc(C(N)=O)c1N)c1cccc(F)c1 (stereo not drawn)	-8	-0.19	-20	102	-18	5	6	89	.
CC(=O)c1cccc(NS(=O)(=O)N2CCCCC2)c1	-4	0.83	1	104	9	0	20	90	99
O=C(Oc1ccccc1C(=O)N1CCOCC1)c1ccccc1	8	2.1	3	98	-9	14[fluorescence artefact?]	15	93	93
C=CCn1cnc2scc(-c3ccc(CC)cc3)c2c1=O	6	-0.4	-18	91	-12	-8	16	86	89
O=C(Nc1nncs1)Oc1ccccc1	2	1.7	-18	96	13	2	6	71	93
CC1CCN(C(=O)C2CCC(CNS(=O)(=O)c3cccc4cccnc34)CC2)CC1 (stereo not drawn)	-2	.	1	105	-19	0	11	102	100

High-throughput results deposited in PubChem by several laboratories.
